Screening results from PubChem.
RAD52 inh = blocks human RAD52 DNA annealing; hit rate 0.46% among 360,000; inhibition, % at 18.7 µM; P43351; recombinant RAD52 DNA annealing, FRET fluorescence;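 active = every replicate showing at least 50% inhibition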
ERp5 block = inhibitors of human ERp5; ERp5 insulin aggregation, absorbance 650 nm, 90 min; hit rate 0.05% among 350,000; AID 651711; inhibition, % at 9.99 µM;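 active = mean replicate inhibition above about 25%, with every replicate also reaching it, limit read from the data, passing the limit was not always enough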
Target sequence (Q15084 whole entry, looked up): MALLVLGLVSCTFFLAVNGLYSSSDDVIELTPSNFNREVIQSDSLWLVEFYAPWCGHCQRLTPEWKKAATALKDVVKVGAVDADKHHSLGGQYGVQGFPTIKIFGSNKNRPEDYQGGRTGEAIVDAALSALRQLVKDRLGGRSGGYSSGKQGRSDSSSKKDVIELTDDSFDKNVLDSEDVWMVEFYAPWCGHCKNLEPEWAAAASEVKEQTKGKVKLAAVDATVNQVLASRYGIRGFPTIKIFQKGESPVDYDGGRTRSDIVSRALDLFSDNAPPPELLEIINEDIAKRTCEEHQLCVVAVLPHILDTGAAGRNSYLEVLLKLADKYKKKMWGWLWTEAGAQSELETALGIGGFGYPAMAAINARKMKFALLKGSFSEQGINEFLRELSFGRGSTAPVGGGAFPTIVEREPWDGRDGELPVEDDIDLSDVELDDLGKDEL
CASP6 VEID inh = caspase-6 (human) enzyme inhibition | P55212 | purified caspase-6, Z-VEID-R110 cleavage fluorescence | inhibition, % at 12.5 µM | hit rate 0.53% among 350,000;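 active = mean inhibition across replicates at least about 35%, with every replicate also reaching that limit, limit read from the data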;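 also: 0% = median of neutral control wells and 100% = no fluorescence left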
Target sequence (P55212 24-179 limits assumed): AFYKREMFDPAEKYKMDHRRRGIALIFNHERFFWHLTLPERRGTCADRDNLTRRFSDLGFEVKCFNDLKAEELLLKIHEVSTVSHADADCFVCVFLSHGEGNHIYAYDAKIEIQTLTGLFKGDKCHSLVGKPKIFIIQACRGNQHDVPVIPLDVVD
Target sequence (P55212 194-293 limits assumed): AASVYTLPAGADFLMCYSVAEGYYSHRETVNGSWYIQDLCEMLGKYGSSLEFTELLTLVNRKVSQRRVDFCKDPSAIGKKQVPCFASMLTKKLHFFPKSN
Starred values were filed as active, the others as inactive. Some of the compounds tested, so the mix of outcomes need not match the whole.

Results for Cc1c(NC2=CC(=O)CC(C)(C)C2)ccc([N+](=O)[O-])c1C ?
RAD52 inh: -14; ERp5 block: 2; CASP6 VEID inh: 3

How did CC1CCN(C(=O)COC(=O)c2cc([N+](=O)[O-])ccc2N2CCOCC2)CC1 do in these assays?
RAD52 inh: -1; ERp5 block: 6; CASP6 VEID inh: -3

How did O=[N+]([O-])c1ccccc1S(=O)(=O)Oc1ccc(C(=S)N2CCOCC2)cc1 do in these assays?
RAD52 inh: -8; ERp5 block: 0; CASP6 VEID inh: 3

What do the screens show for `Oc1ccc(C[C@@H](CN2CCCC2CN2C(=S)NC[C@@H]2Cc2ccccc2)N2C[C@H](Cc3ccccc3)N(CC3CCCCC3)C2=S)cc1` (some centres undefined)?
RAD52 inh: -22; ERp5 block: -1; CASP6 VEID inh: -1

Results for CCc1ccc(S(=O)(=O)NCCc2cn3cccc(C)c3n2)s1 ?
RAD52 inh: -8; ERp5 block: 3; CASP6 VEID inh: -3

How did C[C@H]1CN([C@@H](C)CO)C(=O)Cc2cc(NC(=O)CCC(F)(F)F)ccc2O[C@@H]1CN(C)Cc1ccc(C(=O)Nc2ccccc2N)cc1 do in these assays?
RAD52 inh: 18; ERp5 block: -5; CASP6 VEID inh: 0

How did C[C@@H]1CCCCO[C@H](CN(C)Cc2ccccc2)[C@@H](C)CN([C@H](C)CO)C(=O)c2cc(NC(=O)CCCCCC(=O)Nc3ccccc3N)ccc2O1 do in these assays?
RAD52 inh: 34; ERp5 block: 7; CASP6 VEID inh: -1

Results for O=C(Nc1ccc(F)cc1)N[C@@H]1C[C@@H]2O[C@@H](CO)CC[C@@H]2O[C@@H]1CCc1ccc(-c2ccccc2)cc1 ?
RAD52 inh: 1; ERp5 block: 3; CASP6 VEID inh: -1

Results for COC(=O)Cc1ccc(NC(=O)c2ccccc2Cl)cc1 ?
RAD52 inh: -1; ERp5 block: 1; CASP6 VEID inh: -1

Results for C[C@H](CO)N1C[C@H](C)[C@@H](CN(C)S(=O)(=O)c2ccccc2)Oc2c(NS(=O)(=O)c3cn(C)cn3)cccc2C1=O ?
RAD52 inh: 0; ERp5 block: 8; CASP6 VEID inh: 0

How did Cc1ccc(Nc2nnc(C)c(=O)[nH]2)cc1 do in these assays?
RAD52 inh: -15; ERp5 block: -5; CASP6 VEID inh: -1

Results for Cc1ccc(OCCOCCN2CCCCC2)c([N+](=O)[O-])c1 ?
RAD52 inh: -18; ERp5 block: 4; CASP6 VEID inh: -20

What do the screens show for `O=C1NN(c2ccc(F)cc2)C(=O)/C1=C\c1cnn(-c2ccccc2)c1`?
RAD52 inh: 4; ERp5 block: 0; CASP6 VEID inh: 5

Results for O=C1NC[C@H](CCCCN2C[C@H](Cc3ccc(O)cc3)N(CCC3CCCCC3)C(=O)C2=O)N(CCC2CCCCC2)C1=O ?
RAD52 inh: -10; ERp5 block: 4; CASP6 VEID inh: 6

Results for O=C1CC(C(=O)Nc2ccc(Br)cc2)C2(CCCC2)O1 (centres undefined) ?
RAD52 inh: -5; ERp5 block: 2; CASP6 VEID inh: 39*

Results for CCOC(=O)c1cn(CC(=O)Nc2cccc(Cl)c2)nn1 ?
RAD52 inh: -6; ERp5 block: -1; CASP6 VEID inh: 1

What do the screens show for `CC(C)C[C@H]1CN(CCCC[C@H]2CNC(=O)C(=O)N2CCc2ccccc2)C(=O)C(=O)N1CCC1CCCCC1`?
RAD52 inh: -11; ERp5 block: 4; CASP6 VEID inh: 1

How did COc1cccc(OC)c1C(=O)Nc1cc(C)nn1-c1nc2ccccc2[nH]1 do in these assays?
RAD52 inh: 4; ERp5 block: 2; CASP6 VEID inh: 1

What do the screens show for `Cc1cc(C)c(S(=O)(=O)N2CCCOC2CNC(=O)C(=O)NCc2cccnc2)c(C)c1` (centres undefined)?
RAD52 inh: -7; ERp5 block: -1; CASP6 VEID inh: 0

How did O=[N+]([O-])c1cc(CN2CCN(c3cccc(C(F)(F)F)c3)CC2)c2cccnc2c1O do in these assays?
RAD52 inh: -15; ERp5 block: 5; CASP6 VEID inh: 69*

How did COC(=O)C(=C/C(C)=C/c1cccnc1)C(=O)OC do in these assays?
RAD52 inh: -5; ERp5 block: -4; CASP6 VEID inh: 0

How did C=CCn1c(SCC(=O)c2ccc(Cl)cc2)nnc1-c1ccc2c(c1)OCO2 do in these assays?
RAD52 inh: -8; ERp5 block: -6; CASP6 VEID inh: 4

What do the screens show for `O=C(NCc1ccccc1)C1c2ccccc2OCC(=O)N1CCc1ccccc1` (centres undefined)?
RAD52 inh: -10; ERp5 block: -7; CASP6 VEID inh: 2

How did Cc1cc(-c2ccccc2)c2c(n1)sc1c(O)cc(=O)[nH]c12 do in these assays?
RAD52 inh: -25; ERp5 block: 4; CASP6 VEID inh: -2

Results for COc1cc2cc(C)c3nnc(SCC(=O)Nc4cc(C)on4)n3c2cc1OC ?
RAD52 inh: -8; ERp5 block: 1; CASP6 VEID inh: 0

How did CC1CCCCN1S(=O)(=O)c1cc2c(=O)nc3ccccn3c2cc1Cl (centres undefined) do in these assays?
RAD52 inh: -6; ERp5 block: 0; CASP6 VEID inh: -2

How did CCOC(=O)[C@]12CCC=C1N(Cc1ccc3c(c1)OCO3)C(=O)[C@H](CC(=O)NCCCOC)C2 do in these assays?
RAD52 inh: -16; ERp5 block: -3; CASP6 VEID inh: -1

Results for COc1ccc(CC2(CO)CCN(CC3=Cc4cc(Cl)ccc4OC3)CC2)cc1 ?
RAD52 inh: -73; ERp5 block: 5; CASP6 VEID inh: 3

How did C/C(=C\c1ccccc1)C(=O)N1CCC=CC1=O do in these assays?
RAD52 inh: -9; ERp5 block: -2; CASP6 VEID inh: -4

Results for Cc1nn(-c2ccccc2)c(=S)c2ccccc12 ?
RAD52 inh: -6; ERp5 block: 2; CASP6 VEID inh: 2

Results for COc1cc(C(=O)Nc2c(C)cc(C)cc2C)c(Br)c(OC)c1OC ?
RAD52 inh: -3; ERp5 block: 2; CASP6 VEID inh: 2

Results for C[C@@H]1CN([C@@H](C)CO)C(=O)c2cc(NC(=O)CCCCCC(=O)Nc3ccccc3N)ccc2O[C@H]1CN(C)Cc1ccc2c(c1)OCO2 ?
RAD52 inh: -11; ERp5 block: -5; CASP6 VEID inh: 0

How did Cc1ncc(CO)c2c1Oc1nc(-c3ccccc3)nc(SCC(=O)N(C)c3ccccc3)c1C2 do in these assays?
RAD52 inh: -19; ERp5 block: 3; CASP6 VEID inh: 0

How did Nc1ccc2c(c1)Cc1cc([N+](=O)[O-])ccc1-2 do in these assays?
RAD52 inh: -9; ERp5 block: 4; CASP6 VEID inh: 4

Results for C[C@@H]1CN([C@@H](C)CO)C(=O)c2cc(NC(=O)Cc3ccccc3)ccc2O[C@@H](C)CCCCO[C@@H]1CN(C)C(=O)CCCN(C)C ?
RAD52 inh: 0; ERp5 block: -4; CASP6 VEID inh: -5

Results for O=S(=O)(Oc1ccccc1/C=N/n1cnnc1)c1ccccc1 ?
RAD52 inh: -11; ERp5 block: 2; CASP6 VEID inh: -4

How did C/C(=C\C(=O)c1c(O)cc(C)oc1=O)N(C)C do in these assays?
RAD52 inh: -32; ERp5 block: 3; CASP6 VEID inh: -2

How did Oc1ccc(Br)cc1C=Nc1ccc(Cl)cc1 do in these assays?
RAD52 inh: -7; ERp5 block: 1; CASP6 VEID inh: -4

What do the screens show for `CCn1nnnc1SCC(=O)Nc1nc2ccccc2s1`?
RAD52 inh: 0; ERp5 block: -3; CASP6 VEID inh: -1

How did O=C(NCC1CCCO1)c1ccc(Oc2ccc([N+](=O)[O-])cc2Cl)cc1 (centres undefined) do in these assays?
RAD52 inh: -11; ERp5 block: 4; CASP6 VEID inh: 1

Results for O=C(Cc1ccccc1)Nc1ccc(NC(=O)c2cccs2)cc1Cl ?
RAD52 inh: -4; ERp5 block: -6; CASP6 VEID inh: -3

What do the screens show for `COc1ccc(C(=O)Oc2cc(N)n(S(=O)(=O)c3ccccc3)n2)cc1`?
RAD52 inh: -11; ERp5 block: 4; CASP6 VEID inh: 0

How did CCOc1ccc2c(c1)[N+](C)(C)C(C)(C)C=C2C do in these assays?
RAD52 inh: -18; ERp5 block: -3; CASP6 VEID inh: 0

Results for CN(Cc1cccc(-n2cccn2)c1)Cc1cn(C)nc1-c1ccccc1F ?
RAD52 inh: -25; ERp5 block: -4; CASP6 VEID inh: -5

How did CCCCNC(=S)N(C)/N=C/c1ccc(OCC(=O)Nc2c(C)cc(C)cc2C)c(OC)c1 do in these assays?
RAD52 inh: -9; ERp5 block: -1; CASP6 VEID inh: 0

What do the screens show for `CCC(=O)NC(NC(=S)Nc1cccc2cccnc12)C(Cl)(Cl)Cl` (centres undefined)?
RAD52 inh: -21; ERp5 block: 3; CASP6 VEID inh: 2

What do the screens show for `O=C(CSc1nc2ccc(Nc3nc(N4CCOCC4)nc(N4CCOCC4)n3)cc2s1)Nc1ccccc1`?
RAD52 inh: -15; ERp5 block: 0; CASP6 VEID inh: 0

What do the screens show for `Cc1ccc2oc(=O)c3cc(C(=O)NCCCN4CCC(C)CC4)sc3c2c1`?
RAD52 inh: 4; ERp5 block: 6; CASP6 VEID inh: 3

What do the screens show for `O=C(NCCn1cc(CN2C(=O)COC[C@H]2c2ccccc2)nn1)Nc1ccccc1`?
RAD52 inh: 0; ERp5 block: -6; CASP6 VEID inh: 1

What do the screens show for `O=C(O)c1ccccc1CN1C[C@H]2O[C@H](CNS(=O)(=O)c3ccc(Cl)cc3)CC[C@H]21`?
RAD52 inh: -3; ERp5 block: -7; CASP6 VEID inh: 2

Sorted by number of heavy atoms (descending): eight of the compounds above
What do the screens show for `O=C(CSc1nc2ccc(Nc3nc(N4CCOCC4)nc(N4CCOCC4)n3)cc2s1)Nc1ccccc1`?
RAD52 inh: -15; ERp5 block: 0; CASP6 VEID inh: 0

How did CCCCNC(=S)N(C)/N=C/c1ccc(OCC(=O)Nc2c(C)cc(C)cc2C)c(OC)c1 do in these assays?
RAD52 inh: -9; ERp5 block: -1; CASP6 VEID inh: 0

What do the screens show for `O=C(NCCn1cc(CN2C(=O)COC[C@H]2c2ccccc2)nn1)Nc1ccccc1`?
RAD52 inh: 0; ERp5 block: -6; CASP6 VEID inh: 1

What do the screens show for `O=C(O)c1ccccc1CN1C[C@H]2O[C@H](CNS(=O)(=O)c3ccc(Cl)cc3)CC[C@H]21`?
RAD52 inh: -3; ERp5 block: -7; CASP6 VEID inh: 2

Results for CN(Cc1cccc(-n2cccn2)c1)Cc1cn(C)nc1-c1ccccc1F ?
RAD52 inh: -25; ERp5 block: -4; CASP6 VEID inh: -5

What do the screens show for `COc1ccc(C(=O)Oc2cc(N)n(S(=O)(=O)c3ccccc3)n2)cc1`?
RAD52 inh: -11; ERp5 block: 4; CASP6 VEID inh: 0

Results for O=C(Cc1ccccc1)Nc1ccc(NC(=O)c2cccs2)cc1Cl ?
RAD52 inh: -4; ERp5 block: -6; CASP6 VEID inh: -3

How did CCOc1ccc2c(c1)[N+](C)(C)C(C)(C)C=C2C do in these assays?
RAD52 inh: -18; ERp5 block: -3; CASP6 VEID inh: 0

(next part)
What do the screens show for `CC(C)C[C@H]1CNC(=O)C(=O)N1C[C@H]1CCCN1C[C@H](Cc1ccc(O)cc1)N1C[C@H](CC(C)C)N(CC2CCCCCC2)C(=O)C1=O`?
RAD52 inh: -8; ERp5 block: 0; CASP6 VEID inh: 1

What do the screens show for `C[C@H](CO)N1C[C@H](C)[C@@H](CN(C)Cc2ccc3c(c2)OCO3)Oc2ccc(NC(=O)CCCCCC(=O)Nc3ccccc3N)cc2C1=O`?
RAD52 inh: -34; ERp5 block: 4; CASP6 VEID inh: 0

What do the screens show for `CCOC(=O)[C@@H]1CSCCS(=O)(=O)N1C(=O)[C@H](Cc1ccccc1)NC(=O)OC(C)(C)C`?
RAD52 inh: -7; ERp5 block: 2; CASP6 VEID inh: -8

Results for COc1c(/C=N/NC(N)=S)c(C)nn1-c1ccccc1 ?
RAD52 inh: -9; ERp5 block: -5; CASP6 VEID inh: -2

How did CC(C)N(C[C@@H]1CSCCS(=O)(=O)N1)C(C)C do in these assays?
RAD52 inh: -16; ERp5 block: 1; CASP6 VEID inh: 4

Results for COC(=O)[C@]12CCCCC=C1N(Cc1ccccc1)C(=O)[C@H](CC(=O)N1CCSCC1)C2 ?
RAD52 inh: -12; ERp5 block: -2; CASP6 VEID inh: 1

What do the screens show for `C[C@H](CO)N1C[C@H](C)[C@@H](CN(C)C(=O)Nc2ccc(C(F)(F)F)cc2)Oc2c(NC(=O)CCCCCC(=O)Nc3ccccc3N)cccc2C1=O`?
RAD52 inh: -4; ERp5 block: -3; CASP6 VEID inh: -2

Results for COC(=O)[C@@]1(Sc2ccc(C)cc2)CC(=O)N(C(=O)/C=C/c2ccccc2)[C@@H]1c1ccccc1 ?
RAD52 inh: -1; ERp5 block: 7; CASP6 VEID inh: -2

How did O=C(Cc1ccccc1)Nc1ccc2c(c1)CCC2 do in these assays?
RAD52 inh: -1; ERp5 block: 0; CASP6 VEID inh: -1

What do the screens show for `OC(c1ccccn1)C1CCN(Cc2nc(C(c3ccccc3)c3ccccc3)no2)CC1` (centres undefined)?
RAD52 inh: -44; ERp5 block: 4; CASP6 VEID inh: -4

Results for COc1ccc(CCN(C)C(=O)CCc2nnc(-c3ccccc3)o2)cc1OC ?
RAD52 inh: 1; ERp5 block: -2; CASP6 VEID inh: -2

What do the screens show for `O=C(O)Cc1ccc(NC(=O)c2cccc(NC(=O)c3ccco3)c2)cc1`?
RAD52 inh: -2; ERp5 block: 0; CASP6 VEID inh: 3

Results for C(=N\N(Cc1ccccc1)c1ccccc1)/c1cccnc1 ?
RAD52 inh: -19; ERp5 block: 5; CASP6 VEID inh: -4

Results for O=C(O)c1ccccc1/C=N/Nc1ccc(S(=O)(=O)N2CCOCC2)cc1[N+](=O)[O-] ?
RAD52 inh: -4; ERp5 block: -1; CASP6 VEID inh: 3

What do the screens show for `COc1ccc(OCC(=O)Nc2ccc(C)c(S(=O)(=O)N(C)C)c2)cc1`?
RAD52 inh: -21; ERp5 block: 0; CASP6 VEID inh: -2
